Source: PubChem BioAssay (National Center for Advancing Translational Sciences (NCATS))
GLP1R inv ag: inverse agonists of human GLP-1 receptor. HEK293 GLP-1R CRE-luciferase, luminescence, 24 h; GLP-1R form is constitutively active. P43220. Potency, µM (series often up to 38.3 µM), for inactives: at the top dose activity change, negative = inhibition, most hits filed as inhibitors. 1.6% of 410,000 active. AID 624417; note: potency is the fitted concentration of half-maximal effect; % is set by controls: 0 for no effect and ±100 for the full control effect; nearly all actives have a fitted effect of over 55% in size
Target sequence (P43220 whole entry, looked up): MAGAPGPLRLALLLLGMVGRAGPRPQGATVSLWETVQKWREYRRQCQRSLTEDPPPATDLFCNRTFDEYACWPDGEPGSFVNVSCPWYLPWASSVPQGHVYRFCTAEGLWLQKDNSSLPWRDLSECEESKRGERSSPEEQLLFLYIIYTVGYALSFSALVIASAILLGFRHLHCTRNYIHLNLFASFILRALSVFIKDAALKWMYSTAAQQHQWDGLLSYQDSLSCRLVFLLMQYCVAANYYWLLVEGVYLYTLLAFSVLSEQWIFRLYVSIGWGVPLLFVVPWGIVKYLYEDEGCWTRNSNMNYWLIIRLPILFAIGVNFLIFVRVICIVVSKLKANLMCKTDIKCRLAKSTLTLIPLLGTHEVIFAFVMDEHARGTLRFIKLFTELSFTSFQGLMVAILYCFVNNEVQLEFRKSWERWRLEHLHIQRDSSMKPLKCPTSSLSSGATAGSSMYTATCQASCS
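Stable HEK293 clone (constitutively active GLP-1R + cAMP-response luciferase); 200 cells/uL plated, 12 h pre-culture, compound 24 hr, 37 deg C/5% CO2; detection reagent 12 min RT; luminescence.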
aSyn yeast inh: rescues yeast growth from alpha-synuclein toxicity. Yeast expressing alpha-synuclein, growth rescue, BacTiter-Glo, 24 h. Potency, µM (series often up to 46.1 µM), for the others: top-dose growth rescue (activation), actives largely listed as activators. 0.14% of 370,000 active; note: potency is the fitted concentration of half-maximal effect; % of control where 0% means no effect; nearly all actives have a fitted effect of over 65% in size
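Readout is rescue of growth in alpha-synuclein-expressing yeast, so inhibitors of toxicity appear as activators. Growth after 24 hr at 30 deg C in galactose medium is quantified by luminescence.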
Akt phos inh: blocks phosphorylation of Akt | activity change, % for hits at 50 µM | Neuro2A IGF-stimulated pAkt S473 HTRF, 20 min; stronger effect = lower value | 0.32% of 360,000 active; in the data active = activity change below about -80%; inconclusive = mostly about -51% to -80%; note: % is set by controls: 0 for no effect and ±100 for the full control effect
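Neuro2A cells in DMEM with 0.5% FBS, overnight at 37 deg C, given compound at single 50 µM final, then IGF (6 nM final) for 20 min at 37 deg C. Lysed; phospho-Akt Ser473 by HTRF after 24 h, 665/615 ratio.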
HEK293 tox: cytotoxicity counter-screen for GLP-1 receptor inverse agonists | HEK293 cAMP-luciferase reporter cells, luminescence, 24 h | Potency, µM (highest dose often 38.3 µM), without a hit: at the highest dose activity change, negative = inhibition, hits mostly inhibitors | 0.13% of 410,000 active | AID 624418;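 note: loss of luciferase light is scored as toxicity; potency is the fitted concentration of half-maximal effect; % is set by controls: 0 for no effect and ±100 for the full control effect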
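Seeding density was 200 cells/uL; after overnight-length (12 h) culture, 23 nL compounds went on for 24 h at 37 °C. Readout used a luciferase detection reagent, luminescence taken after 12 min at room temperature.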
PTHR1 agonist: PTHR1 (human) receptor agonism; Q03431; AID 743266; 0.075% of 410,000 active; Potency, µM (highest dose often 115 µM), for inactives: at the highest dose activation, actives largely listed as activators; HEK293 GP2 PTHR1 cells, GloSensor cAMP luminescence, 1 h; note: potency is the fitted concentration of half-maximal effect; nearly all actives have a fitted effect of over 55% in size; some results filed as inactive show a strong effect at the top dose; inactives centre near -15; many of its hits are not listed in these tables
Target sequence (Q03431 whole entry, looked up): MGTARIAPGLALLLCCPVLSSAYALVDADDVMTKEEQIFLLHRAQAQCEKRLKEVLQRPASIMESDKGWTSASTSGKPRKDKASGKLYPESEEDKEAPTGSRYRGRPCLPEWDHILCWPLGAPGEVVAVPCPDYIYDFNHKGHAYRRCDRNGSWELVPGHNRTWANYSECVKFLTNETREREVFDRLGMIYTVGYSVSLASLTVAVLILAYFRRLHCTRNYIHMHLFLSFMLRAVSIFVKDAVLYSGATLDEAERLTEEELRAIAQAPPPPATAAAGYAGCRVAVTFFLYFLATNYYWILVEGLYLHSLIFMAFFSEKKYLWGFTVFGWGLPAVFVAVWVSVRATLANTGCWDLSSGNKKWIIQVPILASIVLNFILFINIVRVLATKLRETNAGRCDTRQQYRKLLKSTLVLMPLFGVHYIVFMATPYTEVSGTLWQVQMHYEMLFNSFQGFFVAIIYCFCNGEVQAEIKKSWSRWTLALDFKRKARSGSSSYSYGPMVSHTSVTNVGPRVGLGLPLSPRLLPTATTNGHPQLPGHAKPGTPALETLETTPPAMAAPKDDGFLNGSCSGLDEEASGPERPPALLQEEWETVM
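HEK-293-derived GP2 cells expressing PTHR1 and a GloSensor cAMP reporter, 3,000/well, plated overnight, given luciferin plus IBMX (each 0.5 mM as added) for 1 h at 37 °C, then compound for 1 h at 37 °C. Luminescence was read after 15 min at room temperature.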
FUS suppressor: FUS proteinopathy suppression in yeast; S. cerevisiae FUS-expressing, growth rescue, OD600, 24 h; Potency, µM (highest dose often 76.6 µM), inactives show at the top dose growth rescue (activation), actives largely listed as activators; 0.24% of 390,000 active;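 note: potency is the fitted concentration of half-maximal effect; plate controls were DMSO vehicle for no effect and reference control for full effect; nearly all actives have a fitted effect of over 55% in size; some results filed as inactive show a strong effect at the top dose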
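Restored growth of FUS-toxic S. cerevisiae, read as 600 nm absorbance after 24 h at 30C in galactose medium (starting OD 0.005). Controls CP55940 and DMSO.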
Abeta yeast res: restores growth of yeast expressing A-beta42 peptide; 0.063% of 410,000 active; yeast expressing A-beta42, growth rescue, OD600, 48 h; response scale: 0% DMSO, 100% iron-clioquinol control; Potency, µM (doses to about 46.1 µM), for the others: at the highest dose growth rescue, usual class: activators; AID 1347071; note: potency is the fitted concentration of half-maximal effect; nearly all actives have a fitted effect of over 55% in size
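Yeast A-beta toxicity model in growth medium with pinned compounds, 48 h at 30 C; growth read as absorbance at 600 nm. Normalized to FeCl3/clioquinol equimolar mix (positive) and DMSO (negative).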
MmCpn inh: M. maripaludis TRiC chaperonin inhibition; Potency, µM (titrated, usually from 76.9 µM), inactives show top-dose activity, negative = inhibition, hits mostly inhibitors; purified Mm-Cpn ATPase, ADP Transcreener TR-FRET; AID 504842; 0.031% of 330,000 active; note: potency is the fitted concentration of half-maximal effect; % is set by controls: 0 for no effect and ±100 for the full control effect; nearly all actives have a fitted effect of over 80% in size
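ATPase turnover read by TR-FRET ADP competition (Eu cryptate antibody/ADP-d2, 665/590 nm): 10uM ATP final, 25nM Mm-CPN final, 30 min 37degC after 10-min compound preincubation, pH 7.4 Tris/KCl/MgCl2/DTT buffer.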
TDP-43 yeast inh: inhibitors of TDP-43 toxicity in yeast; 1.8% of 410,000 active; AID 652104; TDP-43 expressing yeast growth rescue, BacTiter-Glo, 24 h; Potency, µM (top dose mostly 46.1 µM), inactives show top-dose growth rescue (activation), usual class: activators; note: potency is the fitted concentration of half-maximal effect; % of control where 0% means no effect; nearly all actives have a fitted effect of over 50% in size
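Luminescence from BacTiter-Glo reports growth of TDP-43-expressing yeast after 24 hr at 30 deg C with compound. Cells were raffinose-pregrown to mid-log, then seeded in galactose medium at OD600=0.02.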
The depositor's hits bear a star; i = inactive; u = inconclusive; x = no result given; [ ] = remark or other dose. Unless noted, calls come from the whole dose curve; as a rule, active = well fitted curve in the direction sought with a large enough effect; inconclusive = small, poorly fitted or top-dose-only effect, or another doubt; inactive = no such curve, though single readings can be large; an effect the other way counts as inactive or inconclusive.

nr	molecule	GLP1R inv ag	aSyn yeast inh	Akt phos inh	HEK293 tox	PTHR1 agonist	FUS suppressor	Abeta yeast res	MmCpn inh	TDP-43 yeast inh
1	CC(C)C(=O)NC(Nc1cccc2cccnc12)C(Cl)(Cl)Cl (stereo not given)	u	-10%	i	0%	-19%	10%	-3%	0%	u
2	O=C(CCNC(=O)c1ccc(Cl)cc1)Nc1ccncc1	14%	0%	i	12%	i	12%	3%	-1%	22%
3	COc1ccc(C(=O)O)cc1S(=O)(=O)NCCN(C)C	21%	6%	i	0%	i	-5%	8%	-2%	-9%
4	Cc1cc2c(c(=O)o1)C(C1C=CCCC1)C(C#N)=C(N)O2 (stereo not given)	0%	1%	i	10%	i	4%	3%	-1%	2%
5	O=C(CCCN1C(=O)/C(=C/c2ccccc2Cl)SC1=S)NNC(=O)c1ccccc1	u	15%	i	u	-16%	x	1%	1%	12%
6	CC(=O)NNc1nc(-c2ccccc2)c2cc(Cl)ccc2n1	44%[activator]	0%	i	6%	i	-9%	-1%	x	18%
7	C/C(=N\NC(=O)CSCc1ccccc1Br)c1cccc([N+](=O)[O-])c1	12%	-2%	i	-3%	-18%	x	10%	0%	0%
8	CC1(C)CC(=O)C=C(c2cccc3c2sc2ccccc23)C1	-16%	-2%	i	5%	i	20%	-16%	0%	13%
9	CCC(=O)Nc1ccc(S(=O)(=O)Nc2ccc(Cl)nn2)cc1	9%	0%	i	-3%	i	-2%	u	0%	-16%
10	CCOc1ccccc1Oc1coc2cc(OC(=O)c3ccco3)ccc2c1=O	3%	1%	i	7%	u	19%	-7%	0%	-5%
11	CCCc1nc2c3ccccc3ccn2c1Cc1ccc(C)cc1	u	9%	i	1%	2%	-16%	9%	x	19%
12	CC1(C)CC(=O)C([N+](=O)[O-])=C(NCCCO)C1	18%	-2%	i	-2%	i	x	1%	0%	-30%
13	O=C(CCCOc1ccccc1)NNC(=O)c1ccc(Cl)cc1	13%	-14%	i	12%	i	-8%	-3%	0%	14%
14	Cc1ccc(S(=O)(=O)N2CCN(CC(=O)N/N=C\C(Cl)=C\c3ccccc3)CC2)cc1	-18%	-2%	i	2%	-16%	2%	7%	1%	-5%
15	N#C/C(=C/c1ccc(Sc2nc3ccccc3[nH]2)o1)c1cccc(Br)c1	10µM*	15%	i	61%[activator]	-22%	11%	19%	0%	28%
16	Clc1ccccc1C1=CC(c2ccco2)n2ncnc2N1 (stereo not given)	25%	-3%	i	251%[activator]	-4%	-10%	-12%	2%	14µM*
17	CCOC(=O)c1[nH]c2ccc(OC)cc2c1NC(=O)c1ccc2c(c1)OCO2	-2%	1%	i	-7%	-12%	29%	-14%	-1%	18%
18	Cc1c(CNCc2cccs2)c(C(=O)O)c(C)n1Cc1ccccc1	1%	-3%	i	-5%	i	27%	25%	0%	-7%
19	N#Cc1ccccc1Sc1ccccc1C(=O)OCC(=O)NC1CCCCC1	14%	-3%	i	-4%	-25%	x	-11%	-13%	-5%
20	COc1ccccc1N(C)S(=O)(=O)c1ccc(C(=O)NCC(C)C)cc1	0%	3%	i	0%	-12%[57.5 µM]	10%	0%	-1%	-18%
21	COC(=O)Cn1c(C2CC(=O)N(c3c(C)cccc3C)C2)nc2ccccc21 (stereo not given)	2%	x	x	1%	i	21%	-9%	x	20%
22	COc1ccc(C2CC(=O)N(Cc3ccccc3)c3c2c(C)nn3-c2nc(C)cc(C)n2)c(OC)c1 (stereo not given)	10%	x	x	2%	i	19%	10%	x	14%[9.22 µM]
23	O=C(Nc1ccccc1)C(=O)c1c[nH]c2ccccc12	-18%	-4%	i	13%	i	4%	-17%	-1%	u
24	O=C(CCNC(=O)c1ccc(Br)cc1)NNC(=O)C1COc2ccccc2O1 (stereo not given)	-8%	0%	i	10%	i	11%	5%	1%	12%
25	Cc1cc(Nc2ccccc2C)nc(-n2nc(C)cc2C)n1	-20%	x	x	1%	i	19%	u	x	u
26	Cc1ccc(NC(=O)CSc2nnc(-c3n[nH]c4ccccc34)n2-c2ccccc2)c(C)c1	u	-3%	i	-13%	i	7%	11%	-2%	-7%
27	COc1ccc([N+](=O)[O-])cc1CSc1ccccn1	12%	3%	i	-1%	i	-18%	4%	-3%	0%
28	Nc1ccccc1Nc1c(F)c(F)nc(F)c1Cl	3%	0%	i	-5%	0%	20%	5%	2%	u
29	N#C/C(=C\c1cccs1)C(=O)N1CCOCC1	3%	-1%	i	-1%	i	0%	1%	-2%	-7%
30	CCOC(=O)C1=C(CC)OC(N)=C(C#N)C1c1ccc(OC)c(C)c1OC (stereo not given)	-3%	0%	i	0%	-20%	8%	10%	0%	2%

A stretch taken from the entries so far, as a working copy:
nr	molecule	GLP1R inv ag	aSyn yeast inh	Akt phos inh	HEK293 tox	PTHR1 agonist	FUS suppressor	Abeta yeast res	MmCpn inh	TDP-43 yeast inh
29	N#C/C(=C\c1cccs1)C(=O)N1CCOCC1	3%	-1%	i	-1%	i	0%	1%	-2%	-7%
30	CCOC(=O)C1=C(CC)OC(N)=C(C#N)C1c1ccc(OC)c(C)c1OC (stereo not given)	-3%	0%	i	0%	-20%	8%	10%	0%	2%

Ordered by molecular weight (smallest number first): 6 of the compounds above
nr	molecule	GLP1R inv ag	aSyn yeast inh	Akt phos inh	HEK293 tox	PTHR1 agonist	FUS suppressor	Abeta yeast res	MmCpn inh	TDP-43 yeast inh
29	N#C/C(=C\c1cccs1)C(=O)N1CCOCC1	3%	-1%	i	-1%	i	0%	1%	-2%	-7%
23	O=C(Nc1ccccc1)C(=O)c1c[nH]c2ccccc12	-18%	-4%	i	13%	i	4%	-17%	-1%	u
28	Nc1ccccc1Nc1c(F)c(F)nc(F)c1Cl	3%	0%	i	-5%	0%	20%	5%	2%	u
27	COc1ccc([N+](=O)[O-])cc1CSc1ccccn1	12%	3%	i	-1%	i	-18%	4%	-3%	0%
21	COC(=O)Cn1c(C2CC(=O)N(c3c(C)cccc3C)C2)nc2ccccc21 (stereo not given)	2%	x	x	1%	i	21%	-9%	x	20%
26	Cc1ccc(NC(=O)CSc2nnc(-c3n[nH]c4ccccc34)n2-c2ccccc2)c(C)c1	u	-3%	i	-13%	i	7%	11%	-2%	-7%

(list continues)
nr	molecule	GLP1R inv ag	aSyn yeast inh	Akt phos inh	HEK293 tox	PTHR1 agonist	FUS suppressor	Abeta yeast res	MmCpn inh	TDP-43 yeast inh
31	COc1ccc([N+](=O)[O-])cc1CSc1nnc(NC(C)=O)s1	9%[7.66 µM]	-5%	i	-3%[7.66 µM]	-10%	0%	-3%	1%	2%
32	CCCN(C(=O)CSc1nc(C2CC2)n(-c2ccccc2)n1)C1CCS(=O)(=O)C1 (stereo not given)	0%	2%	i	10%	-21%	-2%	-7%	0%	-4%
33	O=C1CC(c2cccs2)c2ccc3ccccc3c2N1 (stereo not given)	-20%	3%	i	-14%	-24%	-12%	-11%	3%	u
34	CCCCOCc1cc(CN2CCN(c3cccc(Cl)c3)CC2)c(O)c2ncccc12	u	x	x	-20%	-21%	u	-47%[inhibitor]	x	-57%[inhibitor]
35	CCN1C(=O)/C(=C/C=C2\C=CN(CC)c3ccccc32)SC1=S	12%	-19%	i	-7%	i	x	-9%	0%	-41%[inhibitor]
36	Cc1ccc(NC(=O)C2C3CCC(O3)C2C(=O)O)cc1C (stereo not given)	-13%	-4%	i	-12%	i	-11%	-2%	1%	-2%
37	CC1(C)NC(=S)NC1=S	-7%	-1%	i	u	-2%	-9%	6%	x	14%
38	O=C(NC1CCCCCCC1)C1CCCN(S(=O)(=O)c2cnc[nH]2)C1 (stereo not given)	1%	-9%	i	-8%	-16%	-12%	0%	1%	2%
39	O/N=C\c1ccccc1Oc1ccc(F)cc1	u	-12%	i	14%	-2%	-10%	-13%	1%	u
40	Cc1cc(-c2ccccc2)nc(N/N=C/c2ccccc2)n1	u	0%	i	u	i	24%	u	-1%	-5%
41	CCN(CC)C(=O)CSc1nnc(-c2ccc(S(=O)(=O)N3CCOCC3)cc2)n1C	2%	-6%	i	5%	-1%	0%	-8%	2%	-24%
42	Nc1nc(-c2cccnc2)nn1C(=O)COc1ccccc1	5%	1%	i	-1%	i	3%	11%	1%	14%
43	CCN(C(=O)CSc1nnnn1C)C1CCCCC1	17%	-5%	i	-6%	-22%	x	-15%	-2%	9%
44	CCCCCn1c(=O)[nH]c2cc(C(=O)Nc3ccc(OC)cc3)ccc2c1=O	-5%	3%	i	-12%	i	7%	3%	-2%	8%
45	Cc1ccccc1Cn1c(O)c(N=NC(=S)Nc2ccccc2F)c2ccccc21	-3%	8%	i	-8%	i	13%	15%	0%	21%
46	CC(C)(C)NC(=O)C(c1ccco1)N(Cc1ccc(F)cc1)C(=O)c1snc(C(N)=O)c1N (stereo not given)	0%	-7%	i	-21%	-19%	7%	3%	-1%	5%
47	Cc1ccc(NC(=O)C2CCN(C(=O)[C@@H]3Cc4ccccc4CN3)CC2)c(C)c1	-5%	3%	i	-8%	i	-12%	15%	1%	-1%

Only part of the results is shown; count on the stated rates, not on these rows.
